# Screening results as filed in PubChem BioAssay.
# TcdB GH inh – TcdB glycohydrolase inhibitors, primary screen, biochemical, single point, plate reader; TcdB glycohydrolase enzymatic assay; 350,000 tested, 0.24% active; inhibition, % at 9.99 µM; Toxin B (Clostridioides difficile), P18177; in the data active = inhibition above about 10%
# An asterisk follows results filed as active; & = joins results of further samples. Not all compounds are listed, so the mix of outcomes need not match the whole.
SMILES,TcdB GH inh
COc1cccc(NC(=O)N[C@@H]2CC[C@H](CC(=O)N3CCOCC3)O[C@@H]2CO)c1,-0.3
Cc1noc(C)c1NC(=O)Nc1ccc2c(c1)C(=O)N([C@H](C)CO)C[C@@H](C)[C@@H](CN(C)C(=O)Nc1c(C)noc1C)O2,0.3
CC(C)NC(=O)Nc1ccc2c(c1)C(=O)N([C@@H](C)CO)C[C@@H](C)[C@@H](CN(C)C(=O)Nc1ccc(C(F)(F)F)cc1)OCCCC[C@@H](C)O2,-0.6
C[C@@H]1CN([C@H](C)CO)C(=O)Cc2cc(NS(=O)(=O)c3ccc(F)cc3)ccc2O[C@@H]1CN(C)C(=O)Nc1ccc(C(F)(F)F)cc1,-7.1
CO[C@H]1CN(C)C(=O)c2ccc(NC(=O)c3cccc(F)c3)cc2OC[C@H](C)N(C(C)=O)C[C@H]1C,0.5
Cc1ccc(S(=O)(=O)Nc2ccc3c(c2)CC(=O)N([C@@H](C)CO)C[C@H](C)[C@H](CN(C)Cc2ccc(-c4ccccc4)cc2)O3)cc1,0.3
C[C@H](CO)N1C[C@H](C)[C@@H](CN(C)Cc2ccc(Oc3ccccc3)cc2)Oc2ccc(NS(C)(=O)=O)cc2CC1=O,0.3
O=C(c1ccccn1)N1C[C@H]2[C@@H](c3ccccc31)[C@@H](CO)N2C(=O)C1CCCCC1,-1.8
COc1ccc(NC(=O)Nc2ccc3c(c2)C(=O)N([C@@H](C)CO)C[C@H](C)[C@@H](CN(C)Cc2ccc(Cl)c(Cl)c2)OCCCC[C@H](C)O3)cc1,-0.6
CCC(=O)Nc1ccc2c(c1)OC[C@H](C)N(C(=O)c1ccccc1F)C[C@H](C)[C@@H](OC)CN(C)C2=O,0.2
C[C@@H]1CN([C@H](C)CO)C(=O)c2cc(NC(=O)CCCN(C)C)ccc2O[C@H]1CN(C)Cc1ccc2c(c1)OCO2,1.8
COc1cccc(-c2ccc3c(c2)O[C@@H](CN(C)Cc2cncnc2)[C@H](C)CN([C@H](C)CO)S3(=O)=O)c1,0.8
CC(=O)N(C)C[C@H]1Oc2cc(C#Cc3ccc(F)cc3)ccc2S(=O)(=O)N([C@@H](C)CO)C[C@@H]1C,1.8
O=C(C[C@H]1C=C[C@@H](NC(=O)Cc2cccnc2)[C@@H](CO)O1)Nc1ccccc1,0.3
CC(C)NC(=O)N(C)C[C@H]1Oc2ccc(NC(=O)Nc3ccc(C(F)(F)F)cc3)cc2CC(=O)N([C@H](C)CO)C[C@@H]1C,-0.1
COc1ccc2c3c([nH]c2c1)[C@@H](CO)N(C(=O)c1cnccn1)CC31CN(S(C)(=O)=O)C1,0.5
COCC(=O)N1CC2(CN(C(=O)c3cccnc3)C2)c2c([nH]c3cc(OC)ccc23)[C@H]1CO,0.9
CCCNC(=O)NC[C@H]1[C@@H](c2ccc(C3=CCCCC3)cc2)[C@H](CO)N1C(C)=O,1.0
O=C(C[C@H]1CC[C@@H]2[C@H](COC[C@H](O)CN2Cc2ccc(Cl)cc2)O1)NCc1cccc(F)c1,-0.3
C[C@@H]1CN([C@H](C)CO)S(=O)(=O)c2ccc(/C=C/c3ccccc3)cc2O[C@H]1CN(C)Cc1ccccc1,-0.5
C[C@@H]1CCCCO[C@@H](CN(C)Cc2ccc3c(c2)OCO3)[C@@H](C)CN([C@H](C)CO)C(=O)c2cc(NC(=O)Nc3ccc4c(c3)OCO4)ccc2O1,0.0
CC(C)NC(=O)Nc1cccc2c1O[C@@H](CN(C)S(=O)(=O)c1ccccc1)[C@H](C)CN([C@H](C)CO)C2=O,0.9
C[C@H](CO)N1C[C@H](C)[C@@H](CN(C)C(=O)Nc2cccc(C(F)(F)F)c2)OCc2ccccc2-c2ccccc2C1=O,-0.1
CCNC(=O)C[C@H]1CC[C@@H]2[C@H](COc3ccc(NC(=O)Nc4cccc(C)c4)cc3C(=O)N2C)O1,1.1
C[C@@H]1CN([C@H](C)CO)C(=O)c2cccc(NC(=O)C3CCCCC3)c2O[C@H]1CN(C)C(=O)Nc1ccc2c(c1)OCO2,0.1
SMILES,TcdB GH inh
O=S(=O)(NCC[C@@H]1CC[C@H](NS(=O)(=O)c2ccccc2Cl)[C@H](CO)O1)c1ccc(F)cc1,-5.3
C[C@H](CO)N1C[C@H](C)[C@H](CN(C)C(=O)Nc2ccc(F)cc2)Oc2c(NC(=O)Nc3ccc(F)cc3)cccc2C1=O,1.5
COCC(=O)Nc1ccc2c(c1)OC[C@@H](C)N(CCc1ccccc1)C[C@H](C)[C@@H](OC)CN(C)C2=O,0.4
CO[C@@H]1CN(C)C(=O)c2ccc(NS(=O)(=O)c3ccc(Cl)cc3)cc2OC[C@@H](C)N(C(=O)Cc2cccnc2)C[C@H]1C,0.3
C[C@@H]1CN([C@H](C)CO)C(=O)c2cccc(NC(=O)Nc3ccccc3)c2O[C@H]1CN(C)S(=O)(=O)c1ccc(Cl)cc1,0.1
COc1cccc(-c2ccc3c(c2)O[C@@H](CN(C)C(C)=O)[C@@H](C)CN([C@@H](C)CO)S3(=O)=O)c1,2.0
C[C@H](CO)N1C[C@H](C)[C@H](CN(C)Cc2cccc(C(=O)O)c2)OCc2cnnn2CCCC1=O,0.1
Cc1ccc(S(=O)(=O)N[C@@H]2CC[C@@H](CC(=O)NCc3ccc(Cl)c(Cl)c3)O[C@H]2CO)cc1,0.7
O=C(Nc1ccccc1F)N1CC(=O)N2[C@H](CO)[C@@H](c3ccc(C#CC4CCCC4)cc3)[C@@H]2C1,2.0
O=C(NCC[C@@H]1CC[C@H](NS(=O)(=O)c2cccc(F)c2)[C@@H](CO)O1)c1cnccn1,-0.3
O=C(O)[C@@H]1[C@@H](CO)[C@@H]2Cn3c(ccc(-c4cncnc4)c3=O)[C@H]1N2C(=O)NC1CCCC1,0.7
CO[C@H](CN(C)S(=O)(=O)c1ccc(C)cc1)[C@@H](C)CN(Cc1ccccc1Cl)[C@@H](C)CO,0.3
O=C1O[C@H](c2ccccc2)[C@H](c2ccccc2)N2[C@H]1[C@@H](C(=O)N1CCN(c3ncccn3)CC1)[C@]1(C(=O)Nc3ccccc31)[C@H]2c1ccc(O)cc1,0.1
O=C(C[C@H]1C=C[C@H](NC(=O)Nc2cc(F)ccc2F)[C@H](CO)O1)NCc1ccccn1,-0.3
C[C@@H]1CN([C@@H](C)CO)C(=O)c2cc(NC(=O)Cn3cnnn3)ccc2O[C@@H]1CN(C)Cc1ccccc1,-0.9
C[C@@H]1CN([C@@H](C)CO)C(=O)c2cc(C#Cc3ccccc3F)cnc2O[C@@H]1CN(C)C,0.6
C[C@@H]1CCCCO[C@@H](CN(C)S(=O)(=O)c2ccccc2)[C@H](C)CN([C@H](C)CO)C(=O)c2cc(NC(=O)Nc3ccc(C(F)(F)F)cc3)ccc2O1,0.1
C[C@H]1CN([C@@H](C)CO)C(=O)c2cc(C#Cc3ccc(F)cc3)cnc2O[C@H]1CN(C)C(=O)Nc1ccc(F)cc1,-1.1
C[C@H](CO)N1C[C@H](C)[C@@H](CN(C)C(=O)C2CC2)Oc2cc(C#Cc3cccnc3)ccc2S1(=O)=O,0.2
CCC(=O)N1CC2(C1)[C@@H](c1ccccc1)[C@H](CO)N2C(=O)c1cccnc1,-0.9
O=C1c2ccccc2[C@@]2(Cc3ccccc3N(Cc3ccccc3)C2=O)[C@H](c2ccc(CO)cc2)N1C1CCCCC1,-0.6
COc1ccc(NC(=O)Nc2ccc3c(c2)[C@@H]2C[C@@H](CC(=O)NCC4CC4)O[C@H](CO)[C@@H]2O3)cc1,-0.6
O=C(C1CCOCC1)N1CC(=O)N2[C@H](CO)[C@H](c3ccc(-c4ccccc4F)cc3)[C@H]2C1,1.5
C[C@@H]1CN([C@@H](C)CO)C(=O)c2cccc(NC(=O)c3ccc(-c4nccs4)cc3)c2O[C@H]1CN(C)S(C)(=O)=O,-0.7
C[C@H]1CN([C@@H](C)CO)C(=O)Cc2cc(NC(=O)C3CC3)ccc2O[C@H]1CN(C)C,-0.3
SMILES,TcdB GH inh
C[C@@H]1CN([C@@H](C)CO)C(=O)CCCn2nncc2CO[C@@H]1CN(C)Cc1ccccc1C(F)(F)F,-0.5
C[C@H]1CN([C@@H](C)CO)C(=O)c2cccc(NS(C)(=O)=O)c2O[C@H]1CN(C)C(=O)Nc1ccc2c(c1)OCO2,-2.3
CN(C[C@@H]1N[C@H](CO)[C@@H]1c1ccc(C2=CCCC2)cc1)S(C)(=O)=O,-1.2
CC=Cc1ccc2n(c1=O)C[C@@H]1[C@@H](CO)[C@H](C(=O)NCCc3cn(C)cn3)[C@H]2N1C(=O)C1CCC1 (mixture of isomers),0.4
C[C@H]1CN([C@@H](C)CO)C(=O)CCCn2nncc2CO[C@@H]1CN(C)S(=O)(=O)c1ccc(Oc2ccccc2)cc1,-9.8
C[C@H]1CN([C@@H](C)CO)C(=O)c2cc(NC(=O)CCCCCC(=O)Nc3ccccc3N)ccc2O[C@@H]1CN(C)Cc1ccncc1,-0.5
CO[C@@H]1CN(C)C(=O)c2ccc(NC(=O)Nc3cccc(F)c3)cc2OC[C@H](C)N(C(=O)Nc2c(C)noc2C)C[C@@H]1C,0.1
C[C@@H]1CN([C@H](C)CO)S(=O)(=O)c2ccc(C3=CCCC3)cc2O[C@@H]1CN(C)Cc1ccccn1,-1.4
COc1ccccc1S(=O)(=O)N[C@@H]1C=C[C@H](CC(=O)N2CCN(C)CC2)O[C@H]1CO,-0.2
O=C(NC1CCCC1)N1CC(=O)N2[C@@H](CO)[C@H](c3ccc(-c4cccc(F)c4)cc3)[C@@H]2C1,0.6
CO[C@@H](CN(C)Cc1cc(F)ccc1F)[C@H](C)CN([C@H](C)CO)S(=O)(=O)c1ccc(F)cc1,-1.4
COc1cccc(S(=O)(=O)N(C)C[C@@H]2Oc3ncc(C#CCN(C)C)cc3C(=O)N([C@H](C)CO)C[C@@H]2C)c1,0.1&0.3
C[C@H](CO)N1C[C@H](C)[C@H](CN(C)Cc2ccc(C(F)(F)F)cc2)Oc2ccc(NS(=O)(=O)c3ccccc3)cc2CC1=O,-1.9
C[C@H]1CN([C@@H](C)CO)S(=O)(=O)c2ccc(C#Cc3ccncc3)cc2O[C@H]1CN(C)C(=O)C1CCC1,1.1
C[C@@H]1CN([C@H](C)CO)C(=O)c2cc(N(C)C)ccc2O[C@@H]1CN(C)S(=O)(=O)c1cn(C)cn1,-6.1
CNC(=O)C[C@@H]1CC[C@@H]2[C@H](COC[C@H](O)CN2S(=O)(=O)c2cccc(Cl)c2)O1,0.4
COc1ccc(S(=O)(=O)N[C@H]2CC[C@H](CC(=O)N3CCC(Cc4ccccc4)CC3)O[C@@H]2CO)cc1,0.1
CCCN1CC2(C1)CN(C(=O)CN1CCOCC1)[C@H](CO)c1c2c2ccc(OC)cc2n1C,1.2
C[C@@H]1CN([C@H](C)CO)C(=O)Cc2cc(NS(=O)(=O)c3ccccc3)ccc2O[C@@H]1CN(C)CC1CC1,-3.0
CC=Cc1ccc2n(c1=O)C[C@H]1[C@H](CO)[C@@H](C(=O)N3CCCCC3)N(CC3CC3)[C@@H]21 (mixture of isomers),-1.5
C[C@@H]1CN([C@@H](C)CO)C(=O)c2cc(NC(=O)Cc3ccccc3)ccc2O[C@H]1CN(C)S(=O)(=O)c1cn(C)cn1,-0.6
C[C@@H]1CN([C@@H](C)CO)C(=O)CCCn2cc(nn2)CO[C@@H]1CN(C)Cc1ccc(O)cc1,0.8
C[C@@H]1CCCCO[C@@H](CN(C)S(=O)(=O)c2ccccc2)[C@H](C)CN([C@@H](C)CO)C(=O)c2cc(NC(=O)Nc3cccc4ccccc34)ccc2O1,-0.1
COc1ccccc1-c1cnc2c(c1)C(=O)N([C@@H](C)CO)C[C@@H](C)[C@@H](CN(C)C(=O)CC1CC1)O2,0.3
C[C@H](CO)N1C[C@H](C)[C@H](CN(C)C(=O)NC2CCCCC2)Oc2c(NC(=O)c3cnccn3)cccc2C1=O,-0.8
C[C@@H]1CN([C@H](C)CO)C(=O)c2cccc(NS(C)(=O)=O)c2O[C@H]1CN(C)S(=O)(=O)c1cccs1,-0.1
CCS(=O)(=O)NCC[C@@H]1CC[C@@H](NC(=O)C2CCC2)[C@@H](CO)O1,-1.2
COCC#Cc1cnc2c(c1)C(=O)N([C@H](C)CO)C[C@H](C)[C@@H](CN(C)C(=O)c1cccnc1)O2,-0.7

# In another format: 2 of the compounds above
Structure: CC=Cc1ccc2n(c1=O)C[C@@H]1[C@@H](CO)[C@H](C(=O)NCCc3cn(C)cn3)[C@H]2N1C(=O)C1CCC1 (mixture of isomers)
- TcdB GH inh: 0.4
Structure: C[C@@H]1CN([C@H](C)CO)C(=O)c2cc(N(C)C)ccc2O[C@@H]1CN(C)S(=O)(=O)c1cn(C)cn1
- TcdB GH inh: -6.1

# In the list so far, twelve have an aryl methoxy group:
SMILES,TcdB GH inh
COc1cccc(NC(=O)N[C@@H]2CC[C@H](CC(=O)N3CCOCC3)O[C@@H]2CO)c1,-0.3
COc1ccc(NC(=O)Nc2ccc3c(c2)C(=O)N([C@@H](C)CO)C[C@H](C)[C@@H](CN(C)Cc2ccc(Cl)c(Cl)c2)OCCCC[C@H](C)O3)cc1,-0.6
COc1cccc(-c2ccc3c(c2)O[C@@H](CN(C)Cc2cncnc2)[C@H](C)CN([C@H](C)CO)S3(=O)=O)c1,0.8
COc1ccc2c3c([nH]c2c1)[C@@H](CO)N(C(=O)c1cnccn1)CC31CN(S(C)(=O)=O)C1,0.5
COCC(=O)N1CC2(CN(C(=O)c3cccnc3)C2)c2c([nH]c3cc(OC)ccc23)[C@H]1CO,0.9
COc1cccc(-c2ccc3c(c2)O[C@@H](CN(C)C(C)=O)[C@@H](C)CN([C@@H](C)CO)S3(=O)=O)c1,2.0
COc1ccc(NC(=O)Nc2ccc3c(c2)[C@@H]2C[C@@H](CC(=O)NCC4CC4)O[C@H](CO)[C@@H]2O3)cc1,-0.6
COc1ccccc1S(=O)(=O)N[C@@H]1C=C[C@H](CC(=O)N2CCN(C)CC2)O[C@H]1CO,-0.2
COc1cccc(S(=O)(=O)N(C)C[C@@H]2Oc3ncc(C#CCN(C)C)cc3C(=O)N([C@H](C)CO)C[C@@H]2C)c1,0.1&0.3
COc1ccc(S(=O)(=O)N[C@H]2CC[C@H](CC(=O)N3CCC(Cc4ccccc4)CC3)O[C@@H]2CO)cc1,0.1
CCCN1CC2(C1)CN(C(=O)CN1CCOCC1)[C@H](CO)c1c2c2ccc(OC)cc2n1C,1.2
COc1ccccc1-c1cnc2c(c1)C(=O)N([C@@H](C)CO)C[C@@H](C)[C@@H](CN(C)C(=O)CC1CC1)O2,0.3
